Compound activity from PubChem.
Arrestin-AP2 inh: inhibitors of human beta-arrestin and AP2 interaction. FITC-arrestin peptide / GST-AP2 beads, flow cytometry; AP2 beta2 appendage carries R879A mutation. inhibition, % at 10 µM. 340,000 compounds, 0.31% hits. AID 504490;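 active means inhibition above a set limit, near 3 SD of compounds lacking own fluorescence, cut at about 54% in these data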;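 further: plate controls were DMSO wells for no effect and 5 µM unlabelled arrestin peptide for full effect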
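Material – GST-tagged AP2 beta2-adaptin appendage (R879A) on 4 µm glutathione beads · Probe or stimulus – fluorescein-tagged arrestin peptide at 50 nM final · Timing – 12 min plus 1 h, RT · Detection – bead flow cytometry, FITC channel · Read-out basis – inhibition as reduced fluorescein signal on beads, percent · Medium – PBS plus Tween 20 (0.05%) and BSA (0.1%)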
NSD2 HMT inh: NSD2 (human) methyltransferase inhibition. AID 743445. 310,000 compounds, 0.54% hits. inhibition, % at 12.5 µM. NSD2 peptide methylation, AlphaScreen, 120 min; in the data active means inhibition above about 50%
LANA DNA inh: inhibitors of KSHV LANA C-terminal domain DNA binding; MBP-C-LANA/FAM-LBS DNA binding, fluorescence polarization; AID 504423; 340,000 compounds, 0.078% hits; inhibition, % at 9 µM;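 active means highest replicate inhibition at or above 60% at 9 µM, even if other replicates fall short; inactive means all replicates below 60% inhibition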;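 further: 0% = neutral control wells and 100% = 4 µM acridine orange control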
PvdQ inh: blocks Pseudomonas aeruginosa PvdQ acylase activity; 340,000 compounds, 0.063% hits; purified PvdQ acylase, fluorescence plate reader; inhibition, % at 10 µM; AID 488965; in the data active means inhibition above about 30%, passing the limit was not always enough; inconclusive means no clear call, values can overlap the other calls;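 further: 0% = vehicle neutral wells and 100% = reference inhibitor wells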
DAGLB inh: blocks human DAGLB lipase activity; inhibition, % at 5.17 µM; Q8NCG7; 340,000 compounds, 0.059% hits; HEK293T DAGLB membrane lysate, EnzChek fluorogenic substrate; in the data active means inhibition above about 34%;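 further: 0% = enzyme with vehicle and 100% = wells lacking enzyme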
SR-BI HDL uptake: mouse SR-BI HDL lipid transfer inhibition. Q61009. ldlA[mSR-BI] CHO cells, DiI-HDL uptake fluorescence, 3 h. inhibition, % at 12.5 µM. 320,000 compounds, 0.96% hits. AID 488896;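 active means mean replicate inhibition of at least 70% and a set share of replicates each scoring 70 or more; inconclusive means meets just one of the two criteria; inactive means fails both criteria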;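 further: 0% = median of neutral control wells and 100% = median of positive control wells; values of inactives mirror those of a sister screen read the other way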
Keap1 Nrf2 FP: inhibitors of human Keap1-Nrf2 protein-protein interaction. 340,000 compounds, 0.15% hits. inhibition, % at 9.4 µM. Keap1 Kelch-Nrf2 peptide fluorescence polarization, 1536-well. Q14145; in the data active means inhibition above about 12%; inconclusive means no clear call, values can overlap the other calls; inactive means below about 7.3%;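 further: human Keap1 Kelch domain with fluorescein labeled Nrf2 9mer peptide probe; 0% = neutral control wells and 100% = peptide positive control; higher means more block of Keap1 binding to Nrf2 peptide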
Target sequence (Q14145 whole entry, looked up, the tested form may be a part): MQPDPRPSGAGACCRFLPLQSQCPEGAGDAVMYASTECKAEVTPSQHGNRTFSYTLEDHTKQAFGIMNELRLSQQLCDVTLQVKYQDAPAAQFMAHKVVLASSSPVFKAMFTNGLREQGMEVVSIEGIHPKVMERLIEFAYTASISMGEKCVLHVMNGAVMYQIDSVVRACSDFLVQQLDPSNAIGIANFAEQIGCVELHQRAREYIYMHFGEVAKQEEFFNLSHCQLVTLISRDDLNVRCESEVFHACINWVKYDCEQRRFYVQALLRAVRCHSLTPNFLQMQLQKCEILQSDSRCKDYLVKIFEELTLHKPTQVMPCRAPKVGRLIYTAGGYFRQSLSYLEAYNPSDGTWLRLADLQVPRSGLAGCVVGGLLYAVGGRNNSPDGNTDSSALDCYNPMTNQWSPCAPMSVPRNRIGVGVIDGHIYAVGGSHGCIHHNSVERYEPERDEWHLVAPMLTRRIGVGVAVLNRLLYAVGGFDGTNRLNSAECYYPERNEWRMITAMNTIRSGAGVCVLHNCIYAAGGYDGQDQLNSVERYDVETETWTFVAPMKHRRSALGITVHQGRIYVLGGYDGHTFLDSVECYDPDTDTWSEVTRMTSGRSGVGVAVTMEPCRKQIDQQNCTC
PKA-R2B act: PKA-R2B complex activation | P22694+P31323 | PKA-R2B holoenzyme dissociation, Cy5-IP20 fluorescence polarization; R2B truncated from residue 108, S112A mutant; 0% DMSO only, 100% 113 µM cGMP | activation, % at 11.4 µM | 340,000 compounds, 0.079% hits | AID 504700;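 active means activation above a cutoff set at the mean over all compounds plus 3 SD, cut at about 18% in these data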;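 further: higher means more holoenzyme dissociation and a rise in polarization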
Target sequence (P31323 whole entry, looked up, other chains not shown, the tested form may be a part): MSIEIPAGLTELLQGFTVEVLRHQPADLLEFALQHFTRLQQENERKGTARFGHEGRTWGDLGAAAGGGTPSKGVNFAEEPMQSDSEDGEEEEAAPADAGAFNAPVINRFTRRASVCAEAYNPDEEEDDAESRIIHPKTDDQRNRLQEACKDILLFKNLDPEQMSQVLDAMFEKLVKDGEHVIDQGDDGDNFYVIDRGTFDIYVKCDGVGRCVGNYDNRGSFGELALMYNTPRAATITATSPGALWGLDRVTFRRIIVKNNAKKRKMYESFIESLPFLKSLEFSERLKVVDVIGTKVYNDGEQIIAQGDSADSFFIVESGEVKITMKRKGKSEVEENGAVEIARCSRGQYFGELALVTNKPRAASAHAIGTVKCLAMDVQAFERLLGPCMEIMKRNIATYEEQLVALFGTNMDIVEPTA
SR-BI DiI-HDL act: activators of SR-BI mediated HDL lipid uptake; CHO ldlA[mSR-BI] cells, DiI-HDL uptake fluorescence, 3 h; 100 = double the neutral-control signal; activation, % at 12.5 µM; 320,000 compounds, 0.096% hits; AID 504775;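 active means mean replicate activation of at least 60% and every replicate at or above 60%; inconclusive means mean or all-replicate condition met, but not both; inactive means mean below 60% and not all replicates reaching 60%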;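 further: 0% = median plate neutral-control signal and 100% = twice that signal; values of inactives mirror those of a sister screen read the other way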
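System: CHO ldlA[mSR-BI] cells / Medium: HEPES-buffered (25 mM, pH 7.4) F12 plus 0.5% BSA / Probe or stimulus: labelled HDL, 10 µg/mL / Doses: single compound concentration, delivered by pin transfer / Schedule: 3 h, 37 °C / Measured by: DiI fluorescence, bottom read / Measure: cell-associated DiI fluorescence as measure of HDL uptake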
Cardiac RTF inh: cardiac RTF calcium desensitization | P19429+P45379 | IANBD-labeled cardiac RTF, Ca2+ fluorescence | inhibition, % at 7.15 µM | 340,000 compounds, 0.12% hits | AID 493244;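 active means inhibition above the mean inhibition of all tested compounds plus 3 SD, cut at about 17% in these data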;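 further: assay run at fixed EC70 calcium of 1.6 mM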
* = called active by the depositor; ? = inconclusive; / = no result given. Hits appear at their usual frequency; any-hit rate near 2.1%.

molecule,LANA DNA inh,PvdQ inh,SR-BI DiI-HDL act,Arrestin-AP2 inh,Keap1 Nrf2 FP,NSD2 HMT inh,PKA-R2B act,DAGLB inh,Cardiac RTF inh,SR-BI HDL uptake
CCC1CCC2(CC1)NNC(=S)NN2,0.4,-12,8,-7,0,1,9,-1,-11,-8
O=C(OCc1ccccc1F)c1cc([N+](=O)[O-])ccc1N1CCOCC1,-1.0,7,-45,37,-4,14,-9,-6,12,45
CCOc1cc(C2C3=C(CC(C)(C)CC3=O)N(C)C3=C2C(=O)CC(C)(C)C3)ccc1O,0.0,-8,-9,1,0,7,-5,3,-3,9
COCc1nc(-c2cc(Br)ccc2OC)no1,-1.6,-9,-28,6,0,-3,-1,-4,-1,28
Cc1cc(NC(=O)C(C)Oc2ccc(Cl)cc2Cl)no1 (centres undefined),1.3,-11,/,-7,-1,0,6,-2,-8,/
CCOC(=O)c1c(C)c(C(=O)N2CCN(c3cccc(Cl)c3)CC2)c(C)n1C,-0.6,3,-8,4,1,8,-9,0,-4,8
COCc1cc(=O)oc2cc(NC(=O)c3ccc(C(C)(C)C)cc3)ccc12,-0.9,-8,-71,-1,2,0,-5,1,-4,?
CC(=O)c1ccc(NC(=O)CN2CCOCC2)cc1,13,3,11,4,1,-1,3,-2,5,-11
C/C(=N\NC(=O)c1ccc(Cl)cc1)c1cccc(NC(=O)c2cccnc2)c1,0.1,6,-36,23,0,-3,-7,-2,0,36
NC(=O)c1cccc(NC(=O)Nc2ccc(Cl)cc2)c1,-0.1,-12,/,2,-7,2,10,0,-7,/
C(=N\Nc1ccccn1)/c1ccc2c(c1)OCCO2,0.0,5,-2,19,1,28,3,0,-6,2
CC1(C(=O)N2CCC(CC3CC(c4ccc(Cl)cc4)=NO3)(C(=O)NCC3CCCCC3)CC2)CC1 (centres undefined),1.3,-16,14,2,-1,/,1,2,-9,-14
COC(=O)[C@@]1(Cc2ccccc2)[C@H]2C(=O)N(Cc3ccccc3)C(=O)[C@H]2[C@H]2CN=C(SCc3ccc(C)cc3)N21,-2.4,-13,-1,-6,-7,/,4,-2,-1,1
CC(OC(=O)CSc1ccccc1)C(=O)NC1CCCCC1C (centres undefined),0.3,-11,20,-13,-3,-2,-14,3,-22,-20
Cn1cccc1Cc1nnc(SCC(=O)Nc2ccc3c(c2)OCO3)n1CCc1ccccc1,-1.4,-4,-10,3,-5,/,-1,-2,9,10

One compound at a time (already shown). Values in the order: LANA DNA inh | PvdQ inh | SR-BI DiI-HDL act | Arrestin-AP2 inh | Keap1 Nrf2 FP | NSD2 HMT inh | PKA-R2B act | DAGLB inh | Cardiac RTF inh | SR-BI HDL uptake
CCOc1cc(C2C3=C(CC(C)(C)CC3=O)N(C)C3=C2C(=O)CC(C)(C)C3)ccc1O reads 0.0 | -8 | -9 | 1 | 0 | 7 | -5 | 3 | -3 | 9
Cn1cccc1Cc1nnc(SCC(=O)Nc2ccc3c(c2)OCO3)n1CCc1ccccc1 reads -1.4 | -4 | -10 | 3 | -5 | / | -1 | -2 | 9 | 10

Some of the entries so far, with each value named.
Molecule: NC(=O)c1cccc(NC(=O)Nc2ccc(Cl)cc2)c1
- LANA DNA inh = -0.1
- PvdQ inh = -12
- SR-BI DiI-HDL act = /
- Arrestin-AP2 inh = 2
- Keap1 Nrf2 FP = -7
- NSD2 HMT inh = 2
- PKA-R2B act = 10
- DAGLB inh = 0
- Cardiac RTF inh = -7
- SR-BI HDL uptake = /
Molecule: C(=N\Nc1ccccn1)/c1ccc2c(c1)OCCO2
- LANA DNA inh = 0.0
- PvdQ inh = 5
- SR-BI DiI-HDL act = -2
- Arrestin-AP2 inh = 19
- Keap1 Nrf2 FP = 1
- NSD2 HMT inh = 28
- PKA-R2B act = 3
- DAGLB inh = 0
- Cardiac RTF inh = -6
- SR-BI HDL uptake = 2
Molecule: CC1(C(=O)N2CCC(CC3CC(c4ccc(Cl)cc4)=NO3)(C(=O)NCC3CCCCC3)CC2)CC1 (centres undefined)
- LANA DNA inh = 1.3
- PvdQ inh = -16
- SR-BI DiI-HDL act = 14
- Arrestin-AP2 inh = 2
- Keap1 Nrf2 FP = -1
- NSD2 HMT inh = /
- PKA-R2B act = 1
- DAGLB inh = 2
- Cardiac RTF inh = -9
- SR-BI HDL uptake = -14

Next part.
molecule,LANA DNA inh,PvdQ inh,SR-BI DiI-HDL act,Arrestin-AP2 inh,Keap1 Nrf2 FP,NSD2 HMT inh,PKA-R2B act,DAGLB inh,Cardiac RTF inh,SR-BI HDL uptake
N#Cc1c(N)sc(=S)c2c1CCCCC2,11,10,-13,24,3,37,-12,3,-5,13
CCOC(=O)c1c(C)[nH]c(C(=O)OCC(=O)N2CCCC2=O)c1C,-1.6,-11,25,-10,-6,13,-1,1,-9,-25
O=C(Cc1ccc(Cl)cc1)N1CCc2ccccc2C1,0.2,-8,449*,-11,-2,-6,-4,-3,6,-449
Cc1ccc(NC(=O)c2cc(N3C(=O)C=CC3=O)ccc2Cl)cc1C,-0.9,-13,-22,14,-3,-2,8,6,-3,22
CCOc1ccc(N(C(=O)c2ccc(S(=O)(=O)N3CCCC3)cc2)C2C=CS(=O)(=O)C2)cc1 (centres undefined),-1.9,-11,19,12,0,-2,-3,1,-8,-19
O=C1CS(=O)(=O)c2ccccc2N1,-0.3,11,19,2,-2,-1,-5,-2,-13,-19
O=C(CSc1nnc(NC(=O)C2CC(=O)N(c3ccc(F)cc3)C2)s1)NCC1CCCO1 (centres undefined),-0.5,-3,-21,31,4,-2,-10,5,-9,21
CCSc1nnc(NC(=O)CCN2C(=O)C3CCCCC3C2=O)s1 (centres undefined),-0.6,22,1,31,-3,/,-11,-2,13,-1
Cc1ccc(C)c(C(C)NC(=S)NC2CCCCC2)c1 (centres undefined),1.5,-9,9,-6,-7,-3,0,-5,-11,-9
COc1ccc(C(=O)N[C@H](C(=O)NCc2ccc(C)cc2)C(C)C)cc1,-1.6,-15,/,-7,-3,75*,2,-16,-10,/
O=C(Cc1cccs1)N1CCCC(c2nc3c(nnn3Cc3ccc(F)cc3)c(=O)[nH]2)C1 (centres undefined),-2.1,-2,23,19,-3,0,8,-1,-9,-23
CCOc1cc(CNCC(C)C)cc(Cl)c1OCc1ccccc1,-1.7,2,-35,-86,-1,6,-12,-4,-6,35
COC(=O)c1c(NC(=O)Cc2cccs2)sc(C(=O)N2CCCCC2)c1C,0.0,-6,-28,3,-4,30,-4,1,-11,28
CCOc1ccc(NC(=O)C2CCCN(S(=O)(=O)c3cccc4nsnc34)C2)cc1 (centres undefined),4.3,-13,-46,5,-6,1,3,-1,-4,46
CCCn1nc2cc(C(=O)NCc3ccc(OC)cc3)ccc2c1OCC,-1.5,-13,-1,-1,0,/,-9,1,7,1

Going on with the list:
molecule,LANA DNA inh,PvdQ inh,SR-BI DiI-HDL act,Arrestin-AP2 inh,Keap1 Nrf2 FP,NSD2 HMT inh,PKA-R2B act,DAGLB inh,Cardiac RTF inh,SR-BI HDL uptake
Cc1ccc(NS(=O)(=O)c2cccc(C(=O)NNC(=O)c3cccn3C)c2)c(C)c1,-0.6,2,-6,19,-4,4,1,0,1,6
Cc1cccc(NS(=O)(=O)c2cccc(C(=O)N3CCN(C/C=C/c4ccccc4)CC3)c2)c1,-4.7,-9,-50,-14,-1,3,1,-1,-2,50
Nc1n[nH]c2cccc(Cl)c12,2.1,17,56,-8,0,-2,-1,1,2,-56
Nc1[nH]ncc1-c1ccc(F)cc1,0.4,10,-3,0,-4,-1,-8,-1,-8,3
CCOc1ccccc1N1CC(C(=O)Nc2ccccc2N2CCCC2)CC1=O (centres undefined),0.8,-9,-30,-12,2,0,10,0,-6,30
COc1ccc2[nH]c(=O)c(CN(CC3CCCO3)C(=S)Nc3ccccc3)cc2c1 (centres undefined),0.2,7,2,30,-3,-1,9,2,-14,-2
N#Cc1ccc(C(=O)Nc2nc3ccccc3[nH]2)cc1,-0.6,-3,-18,-8,-3,-3,-9,0,-5,18
Oc1ccc2ccccc2c1CNc1ccccn1,-0.4,-5,-7,12,-7,29,-11,2,2,7
CCCCNC(=O)c1ccccc1NC(=O)c1ccccc1N(C)S(C)(=O)=O,-0.7,4,12,15,0,-7,-6,-3,-2,-12
O=C(COc1ccc2c(c1)oc(=O)c1ccccc12)NC(Cc1ccc(Cl)cc1)C(=O)O (centres undefined),0.3,-4,-17,-1,-6,/,-8,3,1,17
CN(Cc1cn(Cc2ccccc2)nc1-c1ccc2c(c1)OCO2)Cc1nccn1C,-0.4,-2,-9,23,-1,8,-1,-2,6,9
O=C(OCC(=O)N1CCN(c2ccccc2)CC1)c1ccc2ncsc2c1,0.3,5,-25,-9,-6,-6,-7,3,-1,25
COc1ccccc1/C=C/c1onc(C)c1S(=O)(=O)N1CCC(C(=O)NC2CCCCCC2)CC1,0.2,-13,-5,-3,-3,-3,0,-5,-6,5
CCN(CC)c1ccc(/C=N/Nc2nc3ccccc3[nH]2)c(O)c1,1.4,-6,-114,3,0,12,-3,2,-2,114*
CCOc1ccc(C(=O)NNC(=O)CCNC(=O)c2ccc(Br)cc2)cc1OC,-1.2,-8,-24,-6,-3,-2,1,4,-6,24

Other entries follow:
molecule,LANA DNA inh,PvdQ inh,SR-BI DiI-HDL act,Arrestin-AP2 inh,Keap1 Nrf2 FP,NSD2 HMT inh,PKA-R2B act,DAGLB inh,Cardiac RTF inh,SR-BI HDL uptake
CCOC(=O)CC12CN3CN(C1)CC(CC(=O)OCC)(C3)C2=O,1.0,-11,19,0,-3,-2,4,3,-3,-19
CCSc1nnc(NC(=O)c2cc(C)oc2C)s1,0.0,12,-7,7,-7,23,-19,1,-2,7
CCn1c(CNC(=O)c2ccccc2Cl)cc2ccccc21,0.4,-1,-9,12,4,-2,-3,-3,2,9
Cc1ccc(CC(NC(=O)c2ccccc2)C(=O)NC(C)C(=O)O)cc1 (centres undefined),-0.5,-4,21,13,5,-6,-1,0,-4,-21
